M1AAP inhibition = malaria alanyl aminopeptidase activity blockers – biochemical, fluorogenic H-Leu-NHMec substrate, 1536-well (AID 1445). recombinant M1AAP, H-Leu-NHMec fluorogenic kinetic assay; higher % means a stronger effect. inhibition, % at 30 µM; hits with a dose series show IC50 in µM. 220,000 compounds, 0.42% hits;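 active means primary inhibition above the hit cutoff, then over 50% inhibition at one or more dose response concentrations, cut at about 23% in these data, passing the limit was not always enough; inconclusive means conflicting primary data, or primary hits not chosen for dose response; inactive means low primary inhibition, or under 50% at every dose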;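 further: plate controls were DMSO full reaction for no effect and no enzyme background for full effect; strong numbers were not always called active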
WT yeast gro inh = growth inhibition of WT yeast, mitochondrial fusion screen. 190,000 compounds, 2.1% hits. AID 1362. mitochondrial fusion phenotypic screen, WT strain. inhibition, % at 10 µM; in the data active means inhibition above about 58%; tested in S. cerevisiae
TNAP activation fold = stimulation of alkaline phosphatase TNAP activity – biochemical, luminescent, no phosphate acceptor, uHTS, primary screen (AID 1001). purified TNAP, luminescent activation assay, no phosphate acceptor; higher activation fold means a stronger effect. 200,000 compounds, 0.03% hits. activation fold at 20 µM, or EC50 in µM where a hit was titrated; in the data active means activation fold from about 3, or a potency from the dose series; inactive means the rest, 99 in 100 with activation fold below about 1.6; further: many of its hits are not listed in these tables
PMI inhibition = human PMI inhibitors, high substrate, primary screen, biochemical, fluorescence intensity, high mannose 6-phosphate (AID 1220). inhibition, % at 20 µM; hits with a dose series show IC50 in µM. recombinant PMI enzyme, coupled fluorescence intensity; higher % means a stronger effect. 190,000 compounds, 0.66% hits
CSM14.1 death rescue = rescue of cells from ER stress-induced death, primary screen, 384-well, CSM14.1, thapsigargin, ATP luminescence (AID 1222); one-dose cellular ATP content (survival), % at 20 µM; EC50 in µM for titrated hits; CSM14.1 thapsigargin-induced death rescue, ATP luminescence; higher % means a stronger effect; 190,000 tested, under 10 active;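 active means EC50 below 50 µM in the dose-response confirmation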;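 further: death triggered by thapsigargin at about 15 µM added after 2 h compound pretreatment; cell ATP read after overnight thapsigargin exposure of roughly 18 to 22 hours; normalized against plate controls of thapsigargin alone and 5% DMSO vehicle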
PMI inhibitors = MPI enzyme activity inhibition – biochemical, fluorescence intensity, coupled assay, primary screen (AID 1209). purified PMI enzyme, coupled fluorescence intensity; higher % means a stronger effect. inhibition, % at 20 µM; hits with a dose series show IC50 in µM. 190,000 compounds, 0.42% hits;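 further: plate controls were DMSO vehicle for no effect and wells lacking substrate for full effect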
Myeloid diff MLP = compounds promoting myeloid differentiation. ER-HoxA9 myeloid progenitors, lysozyme-GFP differentiation, flow cytometry. calls only at 10 µM. 360,000 compounds, 1% hits. AID 624256;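 active means normalized GFP-positive differentiation at or above the plate's own cutoff, the solvent-only control mean plus 3 SD; inconclusive means no clear call, values can overlap the other calls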;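 further: cells exposed to compound for four days before flow analysis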
UTI89 phage lysis = protection from phage-mediated lysis, alamar blue read-out – E. coli UTI89, K1F phage, bacterial capsule biogenesis inhibitors (AID 488966); E. coli UTI89 K1F phage lysis, alamar blue, 2 h; higher % means a stronger effect; one-dose inhibition, % at 100 µM; IC50 in µM for titrated hits; 340,000 compounds, 0.02% hits;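 active means phage lysis inhibition, versus mean bacterial control, above a set limit; inconclusive means no clear call, values can overlap the other calls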;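 further: capsule biogenesis inhibitors block K1F phage lysis so surviving cells raise fluorescence; higher fluorescence means more inhibition of phage lysis; actives were called in the ten point dose series up to 300 µM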
Lipid droplet = hepatic lipid droplet formation modulation; inhibition, % at 6.5 µM; AML12 mouse hepatocytes, oleate lipid droplets, BODIPY imaging; 240,000 compounds, 0.4% hits;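 active means lipid droplet intensity inhibited by at least 50%, with more than 500 cells counted; inconclusive means wells with under 300 cells, treated as cytotoxic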
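Test system: AML12 mouse liver cells; schedule: overnight exposure; technique: high-content imaging of BODIPY-stained droplets and DAPI nuclei; read-out: % inhibition of corrected integrated BODIPY droplet signal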
WT yeast gro inh mutant strain = recorded beside WT yeast gro inh, whose call it bears; inhibition, %; mitochondrial fusion phenotypic screen, mutant strain inhibition
Lipid droplet cells 6.5 µM = also measured in Lipid droplet; calls as there; cell count; measured here: cell count, cytotoxicity flag;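 cells counted across two imaged fields per well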
Myeloid diff MLP GFP+ MAC1+ % = further read-out of Myeloid diff MLP, marked with its call; GFP+ MAC1+ double positive, %; measured here: differentiation confirmed by MAC1 staining
* = called active by the depositor; i = inactive; u = inconclusive; x = no result given; [ ] = remark or other dose. Unless noted, no stated cut-off is given here; in the data, active means inhibition above about 50%; inactive means the rest.

Values run as follows: M1AAP inhibition	WT yeast gro inh	WT yeast gro inh mutant strain	TNAP activation fold	PMI inhibition	CSM14.1 death rescue	PMI inhibitors	Myeloid diff MLP	Myeloid diff MLP GFP+ MAC1+ %	UTI89 phage lysis	Lipid droplet	Lipid droplet cells 6.5 µM
- CN(C)CCCNC(=O)c1ccccn1
    3%	-2	12	1.2	-8%	-0.8%	-3%	i	1.2	0.8%	13	792
- CN(C)C(=O)c1cc(S(=O)(=O)N(C)C)c(Cl)cc1N1CCCC1
    4%	0	-2	1	-11%	0.5%	-3%	i	6.6	2.8%	2	711
- C#CCNc1nc(CC)nc2c1nnn2Cc1ccccc1F
    5%	-12	-2	1	-6%	-0.9%	-9%	i	1.4	3.2%	x	x
- Clc1ccccc1CSc1nnc(-c2ccco2)c(-c2ccco2)n1
    28%	5	13	1	47%	0.6%	38%	i	4.5	-0.2%	x	x
- COc1ccc(-c2c[n+]3c(n2-c2ccc(C)cc2)CCCCC3)cc1
    0%	x	x	x	x	x	x	i	0.0	-1.1%	-79	386
- COCCNC(=S)N/N=C(\C)c1ccc2cc(OC)ccc2c1
    3%	54	43	1	17%	3.5%	9%	i	0.2	4.9%	-34	634
- CCC(=O)Nc1c(C)ccc2nsnc12
    6%	2	-6	1.1	4%	0.1%	2%	i	0.8	1.9%	x	x
- COc1ccc(CCNC(=O)C(=O)Nc2ccc3c(c2)OCO3)cc1OC
    6%	-14	-6	1	-16%	-0.8%	-14%	i	0.5	0.1%	12	715
- COCCCNC(=O)CNC(=O)c1cn(-c2ccccc2OC)c(=O)c2ccccc12
    7%	-18	0	1.1	-8%	-0.7%	-12%	i	0.0	0.0%	1	755
- COc1ccc(-c2nc3ccccc3n2OCC(=O)O)cc1
    -2%	16	18	1	-12%	-2.8%	-3%	i	0.3	1.1%	-8	721
- N#CC1=C(N)Oc2n[nH]c(-c3ccccc3)c2C1c1cccc(OC(=O)N2CCOCC2)c1 (stereo unspecified)
    10%	-3	-1	0.8	14%	-2.3%	3%	i	0.8	0.1%	x	x
- C/C(CC(=O)NC12CC3CC(CC(C3)C1)C2)=N\NC(=O)c1ccc(C)cc1
    x	-3	-14	1	-2%	-0.1%	-1%	i	1.0	-0.5%	12	749
- CCc1nnc(NS(=O)(=O)c2ccc(NC(=O)/C=C/c3ccc(F)cc3)cc2)s1
    3%	10	-22	1.1	0%	0.2%	-2%	i	0.7	0.0%	4	709
- O=C(CCSc1ccccc1)NCCSCc1ccco1
    5%	-8	2	1.1	2%	-2.7%	4%	i	0.6	3.5%	14	731
- CN(C)S(=O)(=O)c1ccc(C(=O)OCC(=O)Nc2sc3c(c2C#N)CCCCC3)cc1
    5%	1	-12	1.1	-1%	-1.8%	0%	i	0.6	0.5%	2	658
- Nc1c(C(=O)Nc2ccccc2)sc2nc(-c3ccco3)ccc12
    19%	-8	-29	1	15%	-0.4%	4%	i	2.8	-0.1%	x	x
- O=C(Nc1cccc(S(=O)(=O)N2CCCCC2)c1)c1cnccn1
    9%	-3	0	1	11%	-0.9%	-8%	i	0.6	-0.2%	-8	641
- C=CCN1CCN(C(c2ccc(Cl)cc2)c2nnnn2CCc2ccc(OC)c(OC)c2)CC1 (stereo unspecified)
    7%	9	-15	1.2	6%	-2.1%	4%	i	0.9	-0.9%	-17	501
- Cc1nc(C)c(-c2csc(Nc3cccc(O)c3)n2)s1
    0%	57	6	1.1	11%	0.3%	0%	i	0.3	-1.0%	-10	728
- COc1ccc(CSc2nnnn2C)cc1[N+](=O)[O-]
    10%	-6	-1	1	-4%	-0.3%	2%	i	1.5	-0.5%	x	x

Given as a markdown table: part of the list above.
| structure | M1AAP inhibition | WT yeast gro inh | WT yeast gro inh mutant strain | TNAP activation fold | PMI inhibition | CSM14.1 death rescue | PMI inhibitors | Myeloid diff MLP | Myeloid diff MLP GFP+ MAC1+ % | UTI89 phage lysis | Lipid droplet | Lipid droplet cells 6.5 µM |
| --- | --- | --- | --- | --- | --- | --- | --- | --- | --- | --- | --- | --- |
| CCC(=O)Nc1c(C)ccc2nsnc12 | 6% | 2 | -6 | 1.1 | 4% | 0.1% | 2% | i | 0.8 | 1.9% | x | x |
| COc1ccc(CCNC(=O)C(=O)Nc2ccc3c(c2)OCO3)cc1OC | 6% | -14 | -6 | 1 | -16% | -0.8% | -14% | i | 0.5 | 0.1% | 12 | 715 |
| COCCCNC(=O)CNC(=O)c1cn(-c2ccccc2OC)c(=O)c2ccccc12 | 7% | -18 | 0 | 1.1 | -8% | -0.7% | -12% | i | 0.0 | 0.0% | 1 | 755 |
| COc1ccc(-c2nc3ccccc3n2OCC(=O)O)cc1 | -2% | 16 | 18 | 1 | -12% | -2.8% | -3% | i | 0.3 | 1.1% | -8 | 721 |
| N#CC1=C(N)Oc2n[nH]c(-c3ccccc3)c2C1c1cccc(OC(=O)N2CCOCC2)c1 (stereo unspecified) | 10% | -3 | -1 | 0.8 | 14% | -2.3% | 3% | i | 0.8 | 0.1% | x | x |

(continued)
Values run as follows: M1AAP inhibition	WT yeast gro inh	WT yeast gro inh mutant strain	TNAP activation fold	PMI inhibition	CSM14.1 death rescue	PMI inhibitors	Myeloid diff MLP	Myeloid diff MLP GFP+ MAC1+ %	UTI89 phage lysis	Lipid droplet	Lipid droplet cells 6.5 µM
- Cc1cc(CN(C)C(=O)c2cc(COc3ccc(F)cc3Cl)on2)n[nH]1
    -3%	-9	3	1.1	-9%	2.5%	-4%	i	0.5	-0.2%	-9	711
- Cc1cc(=O)oc2ccc(OCC(=O)NCc3ccco3)cc12
    15%	2	4	0.9	-6%	-0.9%	4%	i	1.2	-0.1%	17	835
- Cc1cccc(-n2c(N)cc(=O)nc2SC(C)C(=O)NC2CCCCC2)c1 (stereo unspecified)
    -1%	7	12	1	3%	0.4%	-3%	x	x	x	x	x
- Cc1ccc(C)c(C(=O)CSc2n[nH]c(C)n2)c1
    7%	-1	-2	1	-10%	2.2%	30%	i	2.5	0.1%	x	x
- CC(C)OCCCNS(=O)(=O)c1ccc2ccccc2c1
    5%	7	16	1.1	-1%	0.9%	-3%	i	5.6	9.4%	3	760
- COc1ccc(C(=O)NC2CCN(C(=S)Nc3ccc(C)c(C)c3)CC2)cc1
    11%	-6	-25	1.2	0%	3.1%	11%	i	0.5	-0.3%	4	590
- CC(=O)Nc1ccc(Oc2cc(N)cc([N+](=O)[O-])c2)cc1
    -3%	-14	-7	1	12%	-4.1%	3%	i	0.4	-0.7%	-3	704
- CSc1nc2ccc(NC(=O)c3cc4ccccc4o3)cc2s1
    20%	-4	7	1.1	3%	-0.3%	4%	i	0.2	0.1%	-4	555
- CNC(=S)N(CCc1ccc(S(N)(=O)=O)cc1)C1CC(=O)N(c2ccccc2F)C1=O (stereo unspecified)
    1%	-11	-12	1	12%	-1.7%	10%	i	0.4	3.5%	10	670
- Cc1ccc(N2C(=O)C(NC(=O)c3ccccc3F)(C(F)(F)F)C3=C2CC(C)(C)CC3=O)cc1 (stereo unspecified)
    12%	5	9	1.1	-7%	3.1%	-6%	i	1.3	-1.1%[50 µM]	16	611
- Cc1ccc(NC(=O)CN2C(=O)S/C(=C\c3ccc(-c4cccc(C(=O)O)c4C)o3)C2=O)cc1C
    8%	-4	-5	1	-21%	0.8%	-30%	i	0.1	-0.9%	-13	683
- Cc1cccc(NC(=S)N/N=C/c2cccc(O)c2)c1C
    8%	x	x	x	x	x	x	i	0.5	0.0%	-1	700
- CCOc1cc(/C=C2\SC(=O)N(c3ccc(O)cc3)C2=O)ccc1O
    15%	x	x	x	x	x	x	i	0.0	-0.1%	-1	749
- CC(C)C1Oc2ccccc2N(CC(=O)N(Cc2ccccn2)CC2CCCO2)C1=O (stereo unspecified)
    5%	-3	13	1.1	10%	-0.4%	10%	i	4.6	2.8%	x	x
- CC(=O)N1C(O)CC(C)N1c1ccccc1 (stereo unspecified)
    -4%	1	-17	1	-6%	-0.3%	-2%	i	1.6	2.6%[50 µM]	18	625
- COC(=O)c1c(-c2ccc(C)cc2)csc1NC(=S)NC(=O)c1cc(OC)cc(OC)c1
    3%	0	5	1.1	12%	-0.4%	21%	i	0.7	0.7%[50 µM]	7	702
- COC(=O)c1ccc(NC(=S)NC2CC(C)(C)NC(C)(C)C2)cc1
    0%	-25	-5	1.1	2%	3.8%	13%	i	1.0	-3.4%	-16	516
- Cc1nnc(NC(=O)CSc2nnc(C)n2Cc2ccccc2)s1
    -1%	2	-5	1	-5%	-3.1%	-11%	i	1.2	0.1%	3	764
- c1ccc2c(N3CCOCC3)nc(-c3ccncc3)nc2c1
    12%	-17	-8	1	1%	0.4%	2%	u	x	-0.4%	11	734
- C#CCN1C(=O)S/C(=C\c2ccc(N3CCOCC3)cc2C)C1=O
    -2%	6	-3	0.9	1%	0.4%	7%	i	0.6	0.4%	2	719
- CCCCn1c(N)c(NCCC)c(=O)[nH]c1=O
    6%	-18	-5	1	6%	-3.9%	6%	i	0.4	4.1%	-20	576
- Cc1cc(/C=N/n2cnnc2)c(C)n1-c1ccc(OCc2ccccc2F)cc1
    8%	50	31	1	20%	0.5%	5%	i	7.8	-0.3%	x	x
- Cc1ccc(Cl)cc1NC(=O)C1CCCCC1C(=O)O (stereo unspecified)
    4%	3	4	1.1	-1%	-0.1%	7%	i	0.1	0.0%	-5	678
- Cc1ccc(CN2CCN(CC(=O)NC(C)c3ccc4c(c3)OCCO4)C2=O)cc1 (stereo unspecified)
    7%	12	3	1.1	1%	-0.2%	2%	i	1.3	-1.0%	x	x
- Cc1ccc2c(C)nc(Nc3nc(CSc4nnnn4-c4ccccc4)cc(=O)[nH]3)nc2c1
    -1%	3	11	1.4	8%	-1.0%	12%	i	0.7	6.3%	11	668
- Cc1nn(C)cc1CNC(=O)c1cnn2c1NC(c1ccc(Br)cc1)CC2C(F)(F)F (stereo unspecified)
    7%	-12	-2	1.1	14%	0.4%	14%	i	1.8	5.5%	x	x
- N#CC(C(=O)Nc1ccc(Cl)c(Cl)c1)=C1Nc2ccccc2N1
    2%	-5	-2	1.1	1%	1.3%	2%	i	0.8	-0.5%	x	x
- CCCCCOCC1CC(C/C(C)=N/NC(N)=S)C(=O)O1 (stereo unspecified)
    -1%	19	1	1	-8%	1.2%	-4%	i	0.2	2.2%[50 µM]	-22	577
- Cc1ccc2c(c1)C(c1ccccc1)N(C(=O)c1ccc(S(=O)(=O)N3CCOCC3)cc1)CC(=O)N2 (stereo unspecified)
    8%	-9	-5	1.1	-4%	-0.7%	0%	i	0.9	-2.6%	12	615

Source: PubChem BioAssay (several laboratories)
